Screening data from PubChem BioAssay.
yeast bub3: NCI yeast anticancer drug screen, S. cerevisiae bub3 mutant strain. growth inhibition, % at 50 µM. hit rate 9.9% among 78,000. AID 167;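 further: 0% = growth of vehicle-only cultures of the same strain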
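Whole-cell yeast assay. The mutant strain was incubated with compounds, and growth inhibition was determined by comparison with vehicle-treated cells.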
yeast rad50: NCI yeast anticancer drug screen, S. cerevisiae rad50 strain. AID 155. hit rate 10% among 79,000. growth inhibition, % at 50 µM;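 further: 0% = growth of vehicle-only cultures of the same strain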
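Relative growth inhibition (compound vs vehicle) was measured in yeast with a defined repair-gene alteration.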
yeast sgs1 mgt1: NCI yeast anticancer drug screen, S. cerevisiae sgs1 mgt1 strain; AID 161; hit rate 10% among 78,000; growth inhibition, % at 50 µM;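 further: 0% = growth of vehicle-only cultures of the same strain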
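Genetically altered yeast, compound exposure, growth inhibition relative to vehicle.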
cln2 rad14: NCI yeast anticancer drug screen, S. cerevisiae cln2 rad14 strain. % growth inhibition at 50 µM. hit rate 8.3% among 78,000;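 further: 0% = growth of vehicle-only cultures of the same strain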
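The screen exposed genetically defined yeast (cln2 rad14) to test compounds and scored growth inhibition relative to vehicle-treated controls.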
mec2-1: NCI yeast anticancer drug screen, S. cerevisiae mec2-1 strain; hit rate 9% among 79,000; AID 157; growth inhibition, % at 50 µM;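 further: 0% = growth of vehicle-only cultures of the same strain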
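Compounds were applied to mec2-1 yeast cells. Their growth was then compared with that of vehicle-treated cultures to give growth inhibition.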
yeast mlh1 rad18: NCI yeast anticancer drug screen, S. cerevisiae mlh1 rad18 strain. growth inhibition, % at 50 µM. hit rate 11% among 79,000;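 further: 0% = growth of vehicle-only cultures of the same strain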
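Compound-treated yeast growth, normalised to vehicle controls. Strain bears defined DNA repair mutations.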
The depositor's hits bear a star; / = no result given; & = joins results of further samples; ! = repeats disagree. No stated cut-off is given here; in the data, active means growth inhibition above about 70%; inactive means the rest.

The opening 3 compounds as a preview:
SMILES	yeast bub3	yeast rad50	yeast sgs1 mgt1	cln2 rad14	mec2-1	yeast mlh1 rad18
CCOC(=O)/C(=C\c1cccc(F)c1)C(C)=O	14	21	7	-5	15	42
CCCCCOC(=O)c1cc2ccccc2cc1O	30	-3	-9	-40	-8	-8
N#Cc1c(CC(=O)O)cc(=O)n2c1[nH]c1ccccc12	-12	-14	-2	13	-13	-10

This part in full, from the first entry:
SMILES	yeast bub3	yeast rad50	yeast sgs1 mgt1	cln2 rad14	mec2-1	yeast mlh1 rad18
CCOC(=O)/C(=C\c1cccc(F)c1)C(C)=O	14	21	7	-5	15	42
CCCCCOC(=O)c1cc2ccccc2cc1O	30	-3	-9	-40	-8	-8
N#Cc1c(CC(=O)O)cc(=O)n2c1[nH]c1ccccc12	-12	-14	-2	13	-13	-10
O=C(Nc1ccc2ccccc2c1)C(F)(F)F	5	-15	-4	-10	-1	-9
COc1ccc(C2CC(=O)NC2=O)cc1OC (stereo not given)	2	5	-7	-12	17	-6
COc1ccc(/C=C/C(=N/NC(=O)N/N=C(/C=C/c2ccc(OC)cc2)C(C)(C)CN2CCCCC2)C(C)(C)CN2CCCCC2)cc1	9	-26	-18	8	-23	-24
O=C(Oc1ccc(-c2ccc([N+](=O)[O-])cc2)cc1[N+](=O)[O-])c1ccccc1	11	-8	3	-5	3	15
CC1(C)c2ccccc2Cc2cc3ccccc3nc21	94*	98*	90*	25	93*	83*
CCOC(=O)C1Oc2ccc([N+](=O)[O-])cc2C1(C)O (stereo not given)	2	-1	-7	23	1	-4
CCN(CC)CCCCCOC(=O)c1ccccc1	43	23	49	40	28	19
NC(CCCCO)C(=O)O (stereo not given)	-29	-7	4	23	-36	-15
CCCN(CCC)CCC(=O)O	-8	-17	-9	4	-9	-27
Cc1ccc2c(=O)cc(-c3cccc4ccccc34)[nH]c2n1	24	16	33	11	14	8
C=C1CCc2occ(C)c2C2C1C1=C(CC(C)C1=O)C1OC12C (stereo not given)	12	15	-3	-23	11	10
CC(=O)CCOC(=O)c1cc([N+](=O)[O-])cc([N+](=O)[O-])c1	17	13	14	3	-4	3
Cc1ccc(Cl)cc1NC(=O)C(C)Oc1ccccc1 (stereo not given)	30	4	-2	-5	-2	14
O=C1CC2(C(=O)N1CN1CCOCC1)c1ccccc1-c1ccccc12	4	-8	16	4	-4	-11
O=C(Cc1ccccc1)NN1C(=O)C(Cl)C1c1ccc(O)cc1 (stereo not given)	-29	-28	-11	4	-16	3
CN1C(=O)C23SSC1(C)C(=O)N2c1ccccc1C3(C)C (stereo not given)	99*	99*	98*	99*	100*	99*
COC1CCC2=CCC3C(=O)N(c4ccccc4)C(=O)C3C21 (stereo not given)	-20	-34	-17	5	-12	-17
CNC(=O)OCc1c(COC(=O)NC)c(C)n(-c2ccccc2)c1C	-4	8	-24	0	-14	-24
COC(=O)C1=Cc2cc(OC)c(OC)c(OC)c2[C@H](c2cc(OC)c(OC)c(OC)c2)C1C(=O)OC (stereo not given in full)	23	24	-2	-5	0	17
COc1ccc(COc2ccccc2)cc1	-14	10	24	1	1	15
CCOC(=O)CC[N+]1(C)CCCCC1	8	-1	4	12	16	11
COC(=O)c1ccccc1NC(=O)C(=O)NNC(=O)c1ccncc1	-1	10	-4	8	-3	22
(more compounds)
SMILES	yeast bub3	yeast rad50	yeast sgs1 mgt1	cln2 rad14	mec2-1	yeast mlh1 rad18
N#CCCN(CCC#N)c1ccc(C(=O)NN)cc1	-9	-18	-3	25	-16	-5
COc1ccc(NC(=O)C(=O)c2c(O)c3ccc(O)cc3oc2=O)c([N+](=O)[O-])c1	-3	14	1	4	10	-6
Fc1ccc2nc3ccccc3nc2c1	43	78*	23	30	49	76*
NC(=O)C1(N2CCCC2)CCN(Cc2ccccc2)CC1	-11	-9	-18	-2	-19	-16
OC(CCN1CC2CCC(CC2)C1)(Cc1ccccc1)c1cccs1 (stereo not given)	17	7	21	11	3	33
Nc1ccc2oc3cccnc3c2c1	29	-1	-5	-10	15	-11
O=Cc1ccc(Cl)c(Cl)c1	-6	-4	-19	-17	-10	-23
CCCOC(=O)c1cccnc1	-7	-13	-15	1	-30	-9
CCOc1cc2c(cc1O)/C(=N\OC)C[C@@H]1[C@@H]2CC[C@]2(C)[C@@H](O)CC[C@@H]12	14	14	10	25	-2	79*
CCOC(=O)c1cc(=O)c2cccc(C)c2[nH]1	-2	2	-1	-9	11	21
CCCCCCCCCc1ccc(OCC(O)CO)cc1 (stereo not given)	100*	100*	100*	99*	100*	99*
NC(=O)C1=CC2C3C=CC2(O)C(=O)OC3O1 (stereo not given)	-23	-15	-13	3	-29	-11
O=C1C(Cl)N(c2cccc([N+](=O)[O-])c2)C1c1c[nH]c2ccccc12 (stereo not given)	6	-6	-19	-14	-11	-35
CCN(CC)c1nc(N(CC)CC)c2[nH]cnc2n1	46	70	42	-34	21	49
COc1cc(/C=N\NC(=O)OC(C)(C)C)cc(OC)c1OC	/	6	/	/	-17	10
FC1(F)OC(F)(F)C(F)(F)C(F)(F)C(F)(F)C(F)(F)C(F)(F)C1(F)F	-14	-15	-32	-43	-12	15
CC1=C[C@@H]2[C@@H](CC(CO)=C[C@H]3[C@@H]4C(C)(C)[C@]4(OCC(C)C)[C@H](OCC(C)C)[C@@H](C)[C@]23O)C1=O	-69	-14	-55	0	-14	-14
O=C1OC(c2ccccc2)=N/C1=C/c1cccs1	/	7	/	/	-23	-25
O=C(O)Cc1cscn1	-17	-10	-4	-13	2	-21
COc1ccc(-c2cc(=O)c3cc(O)ccc3o2)c(OC)c1OC	-6	8	11	-7	16	-11
OCc1c(CO)c(C(F)(F)F)n2c1CCC2	10	10	9	-14	-4	3
Cc1cc(C(N)=O)c2ccccc2n1	-34	-11	-16	11	-47	-6
O=C(Cc1ccccc1)NN1C(=O)/C(=C\c2ccc(O)cc2)SC1=Nc1ccccc1	-10	6	29	4	-1	20
CC(=O)CS(=O)(=O)CC(N)=O	2	0	5	-30	-2	8
COC(=O)C(=O)C(C(=O)C(=O)Nc1ccccc1C(=O)OC)c1nc2ccc(C(=O)c3ccccc3)cc2[nH]c1=O (stereo not given)	5	33	9	16	-9	24

7 entries drawn at random from those above:
SMILES	yeast bub3	yeast rad50	yeast sgs1 mgt1	cln2 rad14	mec2-1	yeast mlh1 rad18
O=C(O)Cc1cscn1	-17	-10	-4	-13	2	-21
FC1(F)OC(F)(F)C(F)(F)C(F)(F)C(F)(F)C(F)(F)C(F)(F)C1(F)F	-14	-15	-32	-43	-12	15
COc1ccc(NC(=O)C(=O)c2c(O)c3ccc(O)cc3oc2=O)c([N+](=O)[O-])c1	-3	14	1	4	10	-6
COc1cc(/C=N\NC(=O)OC(C)(C)C)cc(OC)c1OC	/	6	/	/	-17	10
O=C1OC(c2ccccc2)=N/C1=C/c1cccs1	/	7	/	/	-23	-25
OCc1c(CO)c(C(F)(F)F)n2c1CCC2	10	10	9	-14	-4	3
CCOc1cc2c(cc1O)/C(=N\OC)C[C@@H]1[C@@H]2CC[C@]2(C)[C@@H](O)CC[C@@H]12	14	14	10	25	-2	79*

Shown bar-delimited: two of the compounds above.
compound | yeast bub3 | yeast rad50 | yeast sgs1 mgt1 | cln2 rad14 | mec2-1 | yeast mlh1 rad18
NC(=O)C1=CC2C3C=CC2(O)C(=O)OC3O1 (stereo not given) | -23 | -15 | -13 | 3 | -29 | -11
O=C1C(Cl)N(c2cccc([N+](=O)[O-])c2)C1c1c[nH]c2ccccc12 (stereo not given) | 6 | -6 | -19 | -14 | -11 | -35

New compounds follow.
SMILES	yeast bub3	yeast rad50	yeast sgs1 mgt1	cln2 rad14	mec2-1	yeast mlh1 rad18
CCOC(=O)CCCCCO	-25	-4	-6	-13	-2	-21
CN(C)C(=O)Oc1cccc([N+](C)(C)C)c1	0	-2	6	-61	-8	-5
CNCCC1CC=CCC1 (stereo not given)	-3	5	6	-49	-1	-13
[N-]=[N+]=Nc1ccnc2cc(C(F)(F)F)ccc12	4	-32	-2	-37	3	11
N#CC(c1ccc(Cl)cc1)c1ccc(N(CCO)CCO)cc1 (stereo not given)	-12	9	3	6	1	14
Nc1ccn(C2OC(C(O)CO)C(O)C2O)c(=O)n1 (stereo not given)	9	20	7	33	3	28
Cc1nc(Nc2ccccc2[N+](=O)[O-])sc1C(=O)CC(=O)C(=O)Nc1c(C(C)C)cccc1C(C)C	41	-2	34	47	18	-5
Cc1ccn2c(=O)cc(CN3CCOCC3)nc2c1	19	35	43	-1	8	23
O=C1CCCCCCCCCCC1	-17	-8	-18	15	-63	3
O=C(Cc1csc2ccccc12)NCC1CC1	11	-17	0	2	-19	-4
CC(C)(C(=O)O)c1ccccc1C(=O)c1ccccc1	-1	-11	0	49	12	14
CC(C)(C)c1ccc(C(=O)C[n+]2ccc(Cl)c3ccc(Cl)cc32)cc1	-2	99*	63	53	99*	99*
N#Cc1cc2c(cc1C#N)SCCSCCCSCCS2	6	1	1	22	5	-25
N#Cc1ccc(C2NN=CC23C(=O)c2ccccc2OC3c2ccccc2)cc1 (stereo not given)	64	73*	78*	61	77*	56
Cc1ccc(S(=O)(=O)Nc2ccc(S(C)(=O)=O)cc2)cc1	4	2	-6	-36	-4	3
O=C(SCN1CCCCC1)c1ccccc1	/	47	/	/	54	41
O=[N+]([O-])c1cc(/C=N/NS(=O)(=O)c2ccc(F)cc2)c(O)c([N+](=O)[O-])c1	0	10	-15	4	-11	9
Cc1cc(/C=C\[N+](=O)[O-])c(C)c2c1oc1ccccc12	2	-11	2	5	-3	-7
CC(C)N(C(=O)c1ccccc1)C(C)C	-7	20	29	-20	26	2
Nc1ccn(C2OC(COP(=O)(O)O)C(O)C2O)c(=O)n1 (stereo not given)	0&-33	78*!	87*!	-52&-40	-13&-9	-23&21
O=[Se](O)O	-7	18	-22	-20	7	/
CC(C)(C(N=Cc1ccccc1)c1ccccc1)[N+](=O)[O-] (stereo not given)	9	-18	-15	14	4	-4
CCN(CC)C1CC(n2cc(C)c(=O)[nH]c2=O)OC1CO (stereo not given)	-11	-17	-23	-14	-13	-31
COc1cc(CNc2c3ccccc3nc3ccccc23)cc(OC)c1OC	-26	-13	-19	26	-24	-22
O=C(O)COc1ccc(C(=O)/C(SS/C(C(=O)c2ccc(OCC(=O)O)c(Cl)c2Cl)=C2\C=C(c3ccc(Cl)cc3)SS2)=C2/C=C(c3ccc(Cl)cc3)SS2)c(Cl)c1Cl	-10	-24	-16	-12	-18	-22

Arranged by heavy-atom count (rising): 3 of the compounds above
SMILES	yeast bub3	yeast rad50	yeast sgs1 mgt1	cln2 rad14	mec2-1	yeast mlh1 rad18
CCN(CC)C1CC(n2cc(C)c(=O)[nH]c2=O)OC1CO (stereo not given)	-11	-17	-23	-14	-13	-31
COc1cc(CNc2c3ccccc3nc3ccccc23)cc(OC)c1OC	-26	-13	-19	26	-24	-22
Cc1nc(Nc2ccccc2[N+](=O)[O-])sc1C(=O)CC(=O)C(=O)Nc1c(C(C)C)cccc1C(C)C	41	-2	34	47	18	-5

(next part)
SMILES	yeast bub3	yeast rad50	yeast sgs1 mgt1	cln2 rad14	mec2-1	yeast mlh1 rad18
Cc1ccc2[nH]c(=O)cc(C(F)(F)F)c2c1	-15	13	5	-2	6	22
CCOc1ccc(CC(=O)Nc2cc([N+](=O)[O-])ccc2NCCN(CC)CC)cc1	0	-18	-9	-54	-10	-4
CCC(=O)c1ccc(N2CCCCC2)cc1	3	1	4	-1	6	-23
O=S(=O)(O)CCCNC(CO)(CO)CO	1	7	14	30	6	0
O=C(CCCl)NC(Cc1ccccc1)c1ccccc1 (stereo not given)	-31	-23	-7	-18	-43	-13
COC(=O)C1(CC(=O)c2ccc(OC)cc2)NC(=S)NC(=O)C1C#N (stereo not given)	-38	-12	-38	-12	-9	-5
